High-throughput results (PubChem)
G9a block: inhibitors of human histone lysine methyltransferase G9a. G9a H3K9 monomethylation, AlphaScreen, 2 h. Potency, µM (top dose mostly 102 µM), inactives show at the top dose activity, negative = inhibition, usual class: inhibitors. 8.8% of 350,000 active. AID 504332; note: % is set by controls: 0 for no effect and ±100 for the full control effect; nearly all actives have a fitted effect of over 75% in size
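Chemiluminescent proximity detection of H3K9 monomethylation, read after 10 min bead incubation in the dark. Reaction: 20 nM G9a, 500 nM biotin-H3K9 peptide, 20 uM SAM cofactor, 2 h, room temperature, following 15 min enzyme-compound preincubation.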
GLS inh: glutaminase GLS (human) inhibition | O94925 | GLS enzymatic activity, qHTS titration | Potency, µM (highest dose often 45.5 µM), inactives show top-dose activity change, negative = inhibition, hits mostly inhibitors | 0.21% of 410,000 active; note: % is set by controls: 0 for no effect and ±100 for the full control effect
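Two-point fluorescence kinetic (t0, 30 min RT) for hKGA; glutamate detected via glutamate oxidase–HRP–Amplex Red. Substrate: 1 mM L-glutamine solution; buffer 45 mM KH2PO4, pH 8.2.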
HP1b chromo inh: inhibitors of HP1-beta chromodomain binding to methylated histone tails; AID 540317; Potency, µM (titrated, usually from 114 µM), inactives show at the highest dose activity change, negative = inhibition, actives largely listed as inhibitors; AlphaScreen HP1-beta / biotin-H3K9me3 peptide binding; 0.56% of 390,000 active; P83916; note: nearly all actives have a fitted effect of over 70% in size; inactives centre near 23
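HP1-beta protein (50 nM final) preincubated 30 min at room temperature with biotinylated H3(1-18)K9me3 peptide (50 nM) in PBS pH 7.4, 0.01% Tween-20, then compound added for 30 min. AlphaScreen streptavidin donor/nickel chelate acceptor beads (10 ug/mL final), 30 min dark, luminescence read.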
Pol iota inh: blocks human DNA polymerase iota activity. Potency, µM (doses to about 115 µM), inactives show at the top dose activity, negative = inhibition, actives largely listed as inhibitors. AID 588590. 1% of 390,000 active. Pol iota fluorescent replication assay, 10 min
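Fluorescent replication assay read twice, at 0 min and 10 min after adding 50 nM (final) substrate. Enzyme (10 nM) and compounds were first incubated 15 min at room temperature; enzyme-free buffer wells were negative controls.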
JMJD2A Tudor: inhibitors of human JMJD2A Tudor domain. Potency, µM (top dose mostly 114 µM), for inactives: top-dose activity change, negative = inhibition, hits mostly inhibitors. 4.4% of 390,000 active. AlphaScreen JMJD2A-Tudor / H3K4me3 peptide binding; note: % is set by controls: 0 for no effect and ±100 for the full control effect; nearly all actives have a fitted effect of over 50% in size
Pin1 inhibitor: blocks the human prolyl isomerase Pin1 | Pin1 FP peptide displacement, HiFluor488, 10 min | Potency, µM (series often up to 115 µM), for inactives: at the top dose activity, negative = inhibition, actives largely listed as inhibitors | 0.009% of 390,000 active; active = well fitted inhibition curve with a large enough effect in the polarisation, with a control signal flat, not every such curve was filed as active; inconclusive = small, poorly fitted or top-dose-only effect, or effect the other way, or a change in a side signal; inactive = no such curve, though single readings can be large or run the other way; the % refers to the polarisation; note: % is set by controls: 0 for no effect and ±100 for the full control effect
Tb PGK inh: T. brucei PGK inhibition | P07378 | PGK/GAPDH coupled, Kinase-Glo luminescence, 60 min | Potency, µM (highest dose often 57.5 µM), inactives show at the highest dose activity change, negative = inhibition, usual class: inhibitors | 0.043% of 380,000 active; note: % is set by controls: 0 for no effect and ±100 for the full control effect; nearly all actives have a fitted effect of over 60% in size
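Recombinant glycosomal PGK reaction used 1,3-bisphosphoglycerate generated in-well by GAPDH (100nM final) in 100mM TEA pH 7.6, 5mM MgCl2, 0.01% Tween-20. After 60 minutes at room temperature, ATP was read by Kinase-Glo Plus luminescence end-point.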
BLM inh: Bloom syndrome helicase (human) inhibition. 0.2% of 350,000 active. recombinant BLM DNA unwinding, fluorescence dequenching. P54132. Potency, µM (doses to about 56.1 µM), for the others: at the top dose activity change, negative = inhibition, most hits filed as inhibitors;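 note: plate controls were vehicle for no effect and no enzyme for full effect; nearly all actives have a fitted effect of over 35% in size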
BAZ2B block: BAZ2B (human) inhibition | Q9UIF8 | AlphaScreen BAZ2B-H3K14Ac peptide displacement | Potency, µM (series often up to 114 µM), without a hit: at the top dose activity change, negative = inhibition, usual class: inhibitors | 4.4% of 360,000 active | AID 504333; note: % is set by controls: 0 for no effect and ±100 for the full control effect; nearly all actives have a fitted effect of over 60% in size
Target sequence (Q9UIF8 whole entry, looked up): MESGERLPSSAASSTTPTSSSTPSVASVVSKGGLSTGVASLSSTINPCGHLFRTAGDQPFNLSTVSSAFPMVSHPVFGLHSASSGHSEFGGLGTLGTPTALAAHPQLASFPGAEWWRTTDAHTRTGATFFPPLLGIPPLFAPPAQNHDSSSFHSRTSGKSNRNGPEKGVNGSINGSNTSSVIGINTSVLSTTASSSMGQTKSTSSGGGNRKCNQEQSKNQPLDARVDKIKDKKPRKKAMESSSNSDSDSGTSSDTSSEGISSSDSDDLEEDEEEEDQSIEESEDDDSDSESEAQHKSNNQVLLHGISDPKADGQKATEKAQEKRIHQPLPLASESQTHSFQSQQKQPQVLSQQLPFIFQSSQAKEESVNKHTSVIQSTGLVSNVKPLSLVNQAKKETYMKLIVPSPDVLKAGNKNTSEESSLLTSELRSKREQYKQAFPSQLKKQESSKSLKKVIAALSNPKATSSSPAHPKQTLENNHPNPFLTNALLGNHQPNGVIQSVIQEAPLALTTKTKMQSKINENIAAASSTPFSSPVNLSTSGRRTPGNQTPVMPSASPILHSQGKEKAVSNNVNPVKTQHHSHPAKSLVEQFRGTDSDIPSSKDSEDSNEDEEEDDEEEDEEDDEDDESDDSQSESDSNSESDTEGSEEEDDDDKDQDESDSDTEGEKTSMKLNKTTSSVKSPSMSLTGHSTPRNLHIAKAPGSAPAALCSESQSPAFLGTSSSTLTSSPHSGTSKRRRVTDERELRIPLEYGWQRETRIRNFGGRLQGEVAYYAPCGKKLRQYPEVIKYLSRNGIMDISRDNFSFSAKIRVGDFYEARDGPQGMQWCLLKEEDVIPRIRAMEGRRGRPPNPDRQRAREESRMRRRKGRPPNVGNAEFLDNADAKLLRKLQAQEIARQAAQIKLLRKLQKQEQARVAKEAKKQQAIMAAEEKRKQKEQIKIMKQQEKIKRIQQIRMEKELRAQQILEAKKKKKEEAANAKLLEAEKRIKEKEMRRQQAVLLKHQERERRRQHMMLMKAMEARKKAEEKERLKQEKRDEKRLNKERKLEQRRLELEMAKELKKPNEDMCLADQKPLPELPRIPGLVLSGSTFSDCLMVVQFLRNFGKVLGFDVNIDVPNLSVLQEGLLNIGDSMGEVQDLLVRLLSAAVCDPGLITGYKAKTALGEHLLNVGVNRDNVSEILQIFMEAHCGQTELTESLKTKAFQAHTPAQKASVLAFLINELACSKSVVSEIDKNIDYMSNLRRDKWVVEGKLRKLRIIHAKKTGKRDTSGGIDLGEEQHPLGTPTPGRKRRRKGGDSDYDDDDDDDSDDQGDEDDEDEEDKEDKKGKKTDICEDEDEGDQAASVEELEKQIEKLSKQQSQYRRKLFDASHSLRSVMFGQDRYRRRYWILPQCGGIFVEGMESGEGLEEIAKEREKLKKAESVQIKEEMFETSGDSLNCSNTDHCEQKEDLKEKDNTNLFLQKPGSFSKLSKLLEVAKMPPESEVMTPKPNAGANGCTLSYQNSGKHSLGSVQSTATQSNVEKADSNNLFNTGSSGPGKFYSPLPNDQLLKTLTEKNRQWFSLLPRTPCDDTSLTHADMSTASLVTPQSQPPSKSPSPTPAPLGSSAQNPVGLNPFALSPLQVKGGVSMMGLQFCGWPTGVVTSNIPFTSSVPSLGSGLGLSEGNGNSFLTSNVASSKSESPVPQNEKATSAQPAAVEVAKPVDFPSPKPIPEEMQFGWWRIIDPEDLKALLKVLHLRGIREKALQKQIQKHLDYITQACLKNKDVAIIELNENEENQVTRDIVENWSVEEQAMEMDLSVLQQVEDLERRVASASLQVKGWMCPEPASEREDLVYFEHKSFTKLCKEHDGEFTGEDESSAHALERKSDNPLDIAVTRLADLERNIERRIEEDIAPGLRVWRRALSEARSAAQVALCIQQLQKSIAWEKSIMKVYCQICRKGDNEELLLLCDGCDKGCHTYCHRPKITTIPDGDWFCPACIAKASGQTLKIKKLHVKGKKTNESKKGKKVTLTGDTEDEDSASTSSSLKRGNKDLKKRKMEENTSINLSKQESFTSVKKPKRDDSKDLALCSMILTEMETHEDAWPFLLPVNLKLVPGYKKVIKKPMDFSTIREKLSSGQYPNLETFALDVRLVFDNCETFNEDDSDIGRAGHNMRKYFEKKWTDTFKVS
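Multi-concentration screen (max 110 uM) measuring displacement of acetylated histone H3 peptide from BAZ2B by AlphaScreen, using 50 nM protein, 50 nM peptide and 10 ug/mL streptavidin donor plus Ni-chelate acceptor beads.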
* = called active by the depositor; i = inactive; ? = inconclusive; / = not tested or not shown; & = joins results of further samples; [ ] = remark or other dose. Unless noted, calls come from the whole dose curve; as a rule, active = well fitted curve in the direction sought with a large enough effect; inconclusive = small, poorly fitted or top-dose-only effect, or another doubt; inactive = no such curve, though single readings can be large; an effect the other way counts as inactive or inconclusive. Potency is the fitted concentration of half-maximal effect. An excerpt; count on the stated rates, not on these rows.

SMILES	G9a block	GLS inh	HP1b chromo inh	Pol iota inh	JMJD2A Tudor	Pin1 inhibitor	Tb PGK inh	BLM inh	BAZ2B block
COC(=O)C1=C(C)N(Cc2ccccc2)C(=O)N[C@H]1c1cccs1	29%[59 µM]	-2%	15%	?	-27%	3%	5%	-3%[12.4 µM]	-2%
CCC(=O)N1CCc2cc(S(=O)(=O)NCCC(=O)N3CCN(c4cccc(C)c4)C(C)C3)ccc21 (configuration not stated)	/	20%	-6%	-7%	?	0%	-5%	0%	-17%
CN1C(=O)C(C)(C)c2cc(S(=O)(=O)N3CCCCCC3)ccc21	-3%[12.7 µM]	2%	31%	3%	-1%	2%	-1%	-3%	0%
CCOc1ccc(Br)cc1S(=O)(=O)Nc1ccc(C(=O)Nc2ccccc2OC)cc1	?	-6%	14%	49%[activator]	-18%	21%	-5%	0%	2%
CN(C)c1ccc(C(CNS(=O)(=O)c2ccc(F)c(F)c2)c2c[nH]c3ccccc23)cc1 (configuration not stated)	40µM*	13%	32µM*	21%	22µM*	17%	-4%	-13%	22µM*
CCN1CCN(C(=O)c2cc3cc4ccc(OC)cc4nc3s2)CC1	-47%[59 µM]	-1%	11%	4%	-8%	3%	-8%	-1%	-11%
Cc1ccc(NC(=O)C2CCC(N3C(=O)C4CCCCC4C3=O)CC2)cc1 (configuration not stated)	2%	-3%	-10%	40%[activator]	-14%	-5%	i	-1%	-5%
CCN(CC)CCSc1nc2ccccc2c(=S)n1-c1ccccc1	?	-2%	?	90%[activator]	50µM*	-1%	0%	5%	?
CCCCn1nnnc1NCc1ccc(C)s1	14%[59 µM]	-4%	34%	4%	-8%	-1%	i	-4%	0%
c1ccc(-n2nnnc2CN2CCOCC2)cc1	-6%[59 µM]	14%	48%[activator]	?	-7%	-6%	3%	-10%	9%
Cc1cc(C)c2nc(SC(C)C(=O)NCC(=O)Nc3ccc(F)c(F)c3F)cc(C)c2c1 (configuration not stated)	18µM*	12%	9%	179%[activator]	-10%	-1%	1%	0%	6%
CCCCNC(=O)C1CCC(CNc2nc(=S)[nH]c3ccccc23)CC1 (configuration not stated)	-6%	-2%	35%	159%[activator]	-1%	3%	16%	-13%	14%

Reprinted from the part before: six entries, followed by the next part.
SMILES	G9a block	GLS inh	HP1b chromo inh	Pol iota inh	JMJD2A Tudor	Pin1 inhibitor	Tb PGK inh	BLM inh	BAZ2B block
Cc1ccc(NC(=O)C2CCC(N3C(=O)C4CCCCC4C3=O)CC2)cc1 (configuration not stated)	2%	-3%	-10%	40%[activator]	-14%	-5%	i	-1%	-5%
CCN(CC)CCSc1nc2ccccc2c(=S)n1-c1ccccc1	?	-2%	?	90%[activator]	50µM*	-1%	0%	5%	?
CCCCn1nnnc1NCc1ccc(C)s1	14%[59 µM]	-4%	34%	4%	-8%	-1%	i	-4%	0%
c1ccc(-n2nnnc2CN2CCOCC2)cc1	-6%[59 µM]	14%	48%[activator]	?	-7%	-6%	3%	-10%	9%
Cc1cc(C)c2nc(SC(C)C(=O)NCC(=O)Nc3ccc(F)c(F)c3F)cc(C)c2c1 (configuration not stated)	18µM*	12%	9%	179%[activator]	-10%	-1%	1%	0%	6%
CCCCNC(=O)C1CCC(CNc2nc(=S)[nH]c3ccccc23)CC1 (configuration not stated)	-6%	-2%	35%	159%[activator]	-1%	3%	16%	-13%	14%
Cn1c(=O)c([N+](=O)[O-])c(NCc2ccccc2)c2ccccc21	50µM*	-1%	40%	21%	-6%	0%	-4%	-3%	-1%
O=C(NCCc1ccccn1)c1cc2ccccc2o1	6%	2%	11%	13%	-15%	-2%	20%	0%	?
COc1cccc(NC(=O)c2ccc3c(c2)N(CC(=O)N2CCOCC2)C(=O)C(C)(C)O3)c1	-10%	-3%	-2%	48%[activator]	-11%	-21%	i	2%	3%
O=S(=O)(c1cnccc1N1CCN(/N=C/c2ccc(Br)cc2)CC1)N1CCCCC1	?	22%	-14%	10%	-33%	0%	-3%	-2%	-4%
Cc1cccc(N2CCN(C(=O)CCS(=O)(=O)c3ccc(Br)cc3)CC2C)c1 (configuration not stated)	25µM*	0%	28µM*	45µM*	?	-14%	?	-28%	32µM*
CC(C)(S)[C@@H](N)C(=O)O	?	3%&-6%	-19%	-2%	4µM*	6%	1%	6%&-2%	45µM*
Cc1sc2nc3n(c(=O)c2c1C)NC(=O)CC3	?	-7%	45%[activator]	11%	?	-1%	-10%	3%	-30%
Cc1cc(-c2nnc(SCC(=O)c3ccc(Cl)cc3)o2)no1	25%[59 µM]	9%	27%	22%	-14%	-2%	0%	-27%	-26%
COc1cc(/C=C/C(=O)OCC(=O)NC2CCS(=O)(=O)C2)ccc1O (configuration not stated)	18%[59 µM]	-7%	20%	17%	-9%	2%	-1%	0%	10%
CCN(CC)S(=O)(=O)c1ccc(Oc2ccc(S(=O)(=O)N(CC)CC)cc2)cc1	13%[59 µM]	0%	24%	13%	-7%	3%	3%	-7%	3%
O=C(Nc1ccc(S(=O)(=O)N2CCCC2)cc1)C1CCCN1C(=O)c1cccs1 (configuration not stated)	-4%	5%	44%[activator]	39%[activator]	2%	0%	4%	2%	8%
COc1ccc(-c2[nH]ncc2C(=O)NCc2ccc(F)cc2)cc1	7%[59 µM]	8%	18%	15%	-10%	5%	/	-3%	-3%
CC(=O)Nc1ccc(C(=O)NCC2(N3CCCCC3)CCCCC2)cc1	?	-5%	-8%	?	-33%	-10%	-10%	2%	-2%
O=C(OCc1cnc(Cl)s1)c1ccccc1Cl	104%[activator]	5%	94%[activator]	-3%	47%[activator]	-3%	-2%	-2%	37%
CC(/C=N/Nc1nc2ccccc2[nH]1)=C\c1ccccc1	?	7%	31%	11%	-24%	-1%	-8%	0%	3%
O=C(NCC(=O)N1CCC2(CC1)NCCc1[nH]cnc12)c1ccc(F)cc1	18%	0%	52%[activator]	3%	26%	-3%	-6%	0%	-10%
Cc1ccc(CNC(=O)C2CCN(S(=O)(=O)c3cc(-c4noc(C)n4)ccc3C)CC2)cc1	4%[59 µM]	-18%	32%	16%	-4%	1%	i	1%	3%
COc1ccc(N2CCN(C(=O)CSc3nc4c(c(=O)n(C)c(=O)n4C)n3C(C)C)CC2)cc1	50µM*	-6%	3%	5%	-22%	-3%	-10%	-4%	-9%
COc1cccc(CNC(=O)c2ccc(OC)c(S(=O)(=O)NC3CCCC3)c2)c1	9%[0.501 µM]	10%	17%	22%	-16%	-1%	-7%	/	12%
CN(CCOc1ccccc1)CC(=O)Nc1cc([N+](=O)[O-])ccc1Cl	?	-6%	-4%	81%[activator]	-33%	-1%	1%	-8%	?
O=C(O)CNc1ccccc1C(=O)O	/	2%	-1%	?	56µM*	0%	2%	-14%	?
Cc1cc(NC(=O)CSc2nc3cc(C)c(C)cc3cc2C)no1	23%	-9%	25%	22%	-10%	-10%	i	-2%	8%
CC(C)(/C=N/O)/[N+]([O-])=C/c1ccccc1	50µM*	24%	37%[activator]	43%[activator]	-7%	-4%	2%	-1%	-7%
COc1ccc(Cl)cc1NC(=O)NN1CCN(C)CC1	50µM*	1%	36%	20%	3%	-2%	-7%	-18%	50µM*

Of the compounds above, 2 contain a COOH group.
SMILES	G9a block	GLS inh	HP1b chromo inh	Pol iota inh	JMJD2A Tudor	Pin1 inhibitor	Tb PGK inh	BLM inh	BAZ2B block
CC(C)(S)[C@@H](N)C(=O)O	?	3%&-6%	-19%	-2%	4µM*	6%	1%	6%&-2%	45µM*
O=C(O)CNc1ccccc1C(=O)O	/	2%	-1%	?	56µM*	0%	2%	-14%	?

Later entries.
SMILES	G9a block	GLS inh	HP1b chromo inh	Pol iota inh	JMJD2A Tudor	Pin1 inhibitor	Tb PGK inh	BLM inh	BAZ2B block
CCC1CC=CC2C1C(=O)N(Cc1ccccc1)C2c1cccc([N+](=O)[O-])c1 (configuration not stated)	/	/	38%	4%	-12%	6%	/	-10%	/
Cc1cccc(NC(=O)c2sc3nc4n(c(=O)c3c2C)N=C(c2ccc(F)cc2)CS4)c1C	11%[59 µM]	-12%	7%	2%	-9%	5%	4%	-1%	-1%
CCS(=O)(=O)N1CCc2cc(C(=O)NCc3ccccc3OC)ccc21	?	1%	10%	-13%	?	0%	-2%	-1%	?
Cc1cn(C2OC(COC(=O)c3ccccc3)C(O)C2Cl)c(=O)[nH]c1=O (configuration not stated)	50µM*	-10%	53%[activator]	9%	-5%	-4%	/	0%	-13%
Nc1nc2nccc(-c3ccco3)n2n1	-10%	8%	24%	38%[activator]	-15%	-1%	-2%	-3%	-3%
N/C(=N\OC(=O)CC1CCCCC1)c1ccc([N+](=O)[O-])cc1	?	3%	20%	2%	-15%[57.1 µM]	8%	-4%	-4%	?
COc1ccccc1C(C)Nc1nc(-c2cccnc2)nc2ccccc12 (configuration not stated)	-8%	-24%	22%	13%	-10%	7%	-9%	-4%	-13%
CN(C)c1cccc(C(=O)N2CCCC(CCC(=O)NCc3ccccc3F)C2)c1 (configuration not stated)	-13%	17%	29%	3%	-31%	0%	4%	0%	?
CSc1nnc(-c2cccn(Cc3cccc(Cl)c3)c2=O)o1	30%	3%	50%[activator]	145%[activator]	2%	?	9%	-6%	-7%
